From PubChem
RXFP1 ag: qHTS Assay for Agonists of the Relaxin Receptor RXFP1 | Potency, µM (doses to about 57.5 µM), without a hit: top-dose activation, usual class: activators | Relaxin receptor 1 (Homo sapiens), Q9HBX9 | AID 2676, 2010 | HEK293T-RXFP1 cAMP TR-FRET, 30 min; response scale: percent of porcine relaxin response, buffer zero | hit rate 0.3% among 370,000; further: potency means the concentration at half of the fitted maximal effect; on the % scale 0 is the no-effect control and ±100 the full control effect; nearly all actives have a fitted effect of over 60% in size; many of its hits are not listed in these tables
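Agonist response is measured as cAMP accumulation in an RXFP1-transfected HEK293T line under PDE4 inhibition. Values are scaled between buffer-only and 29 nM porcine relaxin, and EC50s come from standard Hill equation fits.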
Vif-A3F inh: qHTS for Inhibitors of Vif-A3F Interactions: qHTS; Potency, µM (doses to about 46.1 µM), for inactives: top-dose activity, negative = active; hit rate 0.2% among 390,000; HeLa A3F-eYFP + Vif (tagged APOBEC3F with the HIV-1 protein that degrades it), YFP fluorescence increase; further: potency means the concentration at half of the fitted maximal effect; % of control where 0% means no effect; nearly all actives have a fitted effect of over 65% in size
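HeLa cells stably expressing A3F-eYFP plus Vif, plated and incubated overnight at 37 deg C, then exposed to compounds overnight at 37 deg C. Blocked degradation read as raised yellow fluorescence (Ex 488/Em 500-530).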
PI4K2A inh: qHTS for small molecular inhibitors of PI4K2A | Phosphatidylinositol 4-kinase type 2-alpha (Homo sapiens), Q9BTU6 | purified PI4K2A, ADP-Glo luminescence, 1 h; hits give low values | activity change, negative = inhibition, % at 76.9 µM | hit rate 0.13% among 420,000 | AID 1346378, 2018; in the data active means activity change below about -50%; inconclusive means mostly about -30% to -49%;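 further: -100% = wells without enzyme as full effect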
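ADP-Glo luminescence measured ADP generated by PI4K2A enzyme (4 ug/mL before mixing) with 1.2 mM PI substrate (pre-mix) and 300 microM ATP (pre-mix). Tris pH7.5 buffer with MgCl2, Triton X-100; 1 h reaction at ambient temperature.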
Glioma ERSR ind: qHTS for Inducers of the Endoplasmic Reticulum Stress Response (ERSR) in Human Glioma: qHTS; U87-MG GRP78 promoter luciferase reporter, 16 h; Potency, µM, for the others: top-dose activation, hits mostly activators; hit rate 0.02% among 420,000; further: potency means the concentration at half of the fitted maximal effect; series mostly up to about 76 µM; % of control where 0% means no effect; nearly all actives have a fitted effect of over 35% in size
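Stably transfected U87-MG human glioma cells carrying a GRP78-based luminescent sensor were seeded at 1000 cells/well, pin-dosed with compounds and incubated 16 h. Luciferase reagent was then added, and end-point luminescence was read after 10 min at room temperature.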
LDHA block: qHTS assay for inhibitors of human lactate dehydrogenase; L-lactate dehydrogenase A chain (Homo sapiens), P00338; purified LDHA, NADH/diaphorase-resazurin fluorescence; hits give low values; activity change, % (values are at about 110 or 230 µM); hit rate 0.15% among 480,000; in the data active means activity change below about -30%; inconclusive means mostly about -25% to -30%;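 further: plate controls were DMSO wells for no effect and wells without enzyme for full effect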
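Resorufin fluorescence (ex540/em590), read at 0 and 20 min after diaphorase/resazurin addition, reports the NADH left after a 5 min room-temperature reaction of 2 nM human LDH5 with 0.06 mM NADH and 0.2 mM pyruvate.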
Vif-APOBEC3G blk: qHTS for Inhibitors of Vif-A3G Interactions: qHTS | HeLa A3G-eYFP + Vif (tagged APOBEC3G with the HIV-1 protein that degrades it), YFP fluorescence, overnight | Potency, µM (highest dose often 46.1 µM), for the others: at the highest dose activity, negative = active, most hits filed as inhibitors | DNA dC->dU-editing enzyme APOBEC-3G (Homo sapiens), Q9HC16 | AID 602310, 2012 | hit rate 0.076% among 410,000;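 further: potency means the concentration at half of the fitted maximal effect; on the % scale 0 is the no-effect control and ±100 the full control effect; nearly all actives have a fitted effect of over 60% in size; hits raise eYFP signal because A3G escapes Vif-driven loss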
Target sequence (Q9HC16 whole entry, looked up): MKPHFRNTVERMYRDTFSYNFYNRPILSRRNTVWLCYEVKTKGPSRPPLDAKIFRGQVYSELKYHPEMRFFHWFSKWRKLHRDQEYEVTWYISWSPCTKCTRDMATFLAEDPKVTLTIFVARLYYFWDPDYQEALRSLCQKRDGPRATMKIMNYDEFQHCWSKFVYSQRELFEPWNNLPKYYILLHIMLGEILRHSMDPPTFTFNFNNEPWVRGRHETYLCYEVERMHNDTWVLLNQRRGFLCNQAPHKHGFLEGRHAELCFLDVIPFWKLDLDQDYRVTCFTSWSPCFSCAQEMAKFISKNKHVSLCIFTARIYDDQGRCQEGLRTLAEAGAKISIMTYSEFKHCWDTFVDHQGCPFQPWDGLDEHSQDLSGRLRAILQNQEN
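Read-out is eYFP fluorescence (Ex 488/Em 500-530) from Vif-expressing HeLa A3G-eYFP cells; more signal means A3G escaped Vif-mediated degradation. Cells plated overnight, compound pinned in, incubated overnight at 37 deg C.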
TrxR1 substrate: qHTS Assay for Substrates of Mammalian Selenoprotein Thioredoxin Reductase 1 (TrxR1): qHTS; Potency, µM (doses to about 114 µM), without a hit: at the highest dose activity change, negative = substrate turnover; Thioredoxin reductase 1, cytoplasmic (Rattus norvegicus), O89049; purified TrxR1 substrate turnover, NADPH consumption readout; hit rate 0.01% among 390,000; further: potency means the concentration at half of the fitted maximal effect; on the % scale 0 is the no-effect control and ±100 the full control effect; nearly all actives have a fitted effect of over 50% in size
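Rat TrxR1, dispensed at 90 nM, was prereduced with 400 uM NADPH (final) for 5 min at ~22 deg C, then incubated with compound 15 min before 400 uM selenite. A first-read NADPH fluorescence drop versus no-compound background flagged substrates.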
USP1 inh: Inhibitors of USP1/UAF1: Primary Screen | Ubiquitin carboxyl-terminal hydrolase 1 (Homo sapiens), O94782 | Potency, µM (top dose mostly 57.1 µM), for the others: at the highest dose activity change, negative = inhibition, most hits filed as inhibitors | AID 743255, 2014 | recombinant USP1/UAF1, Ub-Rhodamine cleavage fluorescence | hit rate 0.23% among 390,000; further: potency means the concentration at half of the fitted maximal effect; on the % scale 0 is the no-effect control and ±100 the full control effect; nearly all actives have a fitted effect of over 60% in size; inactives centre near -12
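Step one: compound is pinned into 1nM USP1/UAF1 in HEPES pH 7.8 buffer with TCEP. Step two: 15 min room-temperature incubation. Step three: Ub-Rho (150nM final) starts cleavage, tracked by fluorescence over six one-minute reads.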
mIDH1 inhibitor: qHTS for Inhibitors of mutant isocitrate dehydrogenase 1 (IDH1): qHTS; IDH1-R132H enzyme, NADPH consumption, diaphorase/resazurin fluorescence; hit rate 0.093% among 390,000; Isocitrate dehydrogenase [NADP] cytoplasmic (Homo sapiens), O75874; Potency, µM (top dose mostly 76.6 µM), for inactives: top-dose activity change, negative = inhibition, actives largely listed as inhibitors; further: potency means the concentration at half of the fitted maximal effect; on the % scale 0 is the no-effect control and ±100 the full control effect; nearly all actives have a fitted effect of over 65% in size
Target sequence (O75874 whole entry R132H, stated change not applied): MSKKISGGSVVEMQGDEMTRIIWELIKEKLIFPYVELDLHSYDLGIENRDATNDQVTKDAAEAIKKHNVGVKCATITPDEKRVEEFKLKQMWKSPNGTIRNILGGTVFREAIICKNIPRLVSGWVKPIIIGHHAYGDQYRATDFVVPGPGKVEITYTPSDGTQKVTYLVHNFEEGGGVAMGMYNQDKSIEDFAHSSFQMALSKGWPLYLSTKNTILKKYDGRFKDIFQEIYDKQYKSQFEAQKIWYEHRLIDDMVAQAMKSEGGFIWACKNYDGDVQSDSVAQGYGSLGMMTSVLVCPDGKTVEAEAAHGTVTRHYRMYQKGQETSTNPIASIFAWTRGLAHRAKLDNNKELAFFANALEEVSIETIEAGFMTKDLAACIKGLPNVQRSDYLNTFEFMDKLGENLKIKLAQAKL
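IDH1-R132H (0.5 ug/mL dispensed) in pH 7.5 Tris buffer was preincubated 30 min with compound, then given a substrate mix of 0.016 mM NADPH and 2 mM alpha-KG for 80 min at room temperature; remaining NADPH was read by diaphorase/resazurin fluorescence.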
Numbers without * were called inactive; ? = inconclusive; / = no result given; & = joins results of further samples; [ ] = remark or other dose. Unless noted, the call rests on the fitted dose curve; in most records, active means well fitted curve in the direction sought with a large enough effect; inconclusive means small, poorly fitted or top-dose-only effect, or another doubt; inactive means no such curve, though single readings can be large; an effect the other way counts as inactive or inconclusive.

SMILES	RXFP1 ag	Vif-A3F inh	PI4K2A inh	Glioma ERSR ind	LDHA block	Vif-APOBEC3G blk	TrxR1 substrate	USP1 inh	mIDH1 inhibitor
CCOC(=O)c1c(N)c(C#N)c2n1CCCC2	5.6%	0%	-2	-5%	-4	-1%	-11%	-2%	4%
COc1ccc(CN2C(=O)c3cccnc3C2Nc2cc(Cl)c(OC)cc2OC)cc1 (centres undefined)	0.4%	5%	-13	5%	8	1%	6%[57.1 µM]	-17%	?
CCC(=NCc1ccccc1)C1=C(O)C(C(=O)OC)C(C)(C)CC1=O (centres undefined)	0.1%	-7%	-2	-2%	-2	1%	-5%[57.1 µM]	-22%	8%
Cc1cccc(Oc2ncnc(N)c2[N+](=O)[O-])c1	1.6%	3%	5	-2%	-11	1%	-6%	-4%	-1%
CCOc1ccc2nc(NC(=O)CN3CCC(n4nnc5cc(C(F)(F)F)ccc54)CC3)sc2c1	-0.1%	2%	5	-2%	-7	2%	6%	-24%	12%
Cc1ccc(SCC(=O)Nc2ccc(S(=O)(=O)Nc3ncccn3)cc2)cc1	-1.2%	6%	4	0%	-6	-1%	-1%	-5%	6%
CN(c1ccc(C(=O)COC(=O)C2CC2)cc1)S(C)(=O)=O	/	-7%	-3	-8%	0	1%	-8%	-16%	10%
CCCCn1c(SCC(=O)NC2CCCC2)nc2ccccc2c1=O	3.3%	-20%	-2	-3%	-1	1%	-6%	-22%	3%
CC1=C(C(=O)Nc2ccccc2)C(c2ccncc2)C(C#N)=C(SCC(=O)NC2CC2)N1 (centres undefined)	-1.6%	3%	-2	16%	0	-6%	-2%	-24%	16%
CCOC(=O)c1c(CS(=O)(=O)c2ccccc2)n(C)c2cc(Br)c(O)c(CN(C)C)c12	0.8%	-1%	2	-4%	2	-10%	0%[57.1 µM]	-12%	-4%
COc1cccc(-c2nnc(-c3ccccc3NC(=O)c3cccc(C(F)(F)F)c3)o2)c1	15%	0%	1	-3%	1	-19%	21%[11.4 µM]	-6%	19%
O=C1c2cccnc2C(Nc2ccc(S(=O)(=O)N3CCCCCC3)cc2)N1Cc1ccccc1 (centres undefined)	-0.6%	-4%	-1	-5%	2	1%	-5%	-6%	3%
Cc1ccc(C(=O)N[C@H](C(=O)Nc2ccc(N3CCOCC3)cc2)C(C)C)cc1	0.7%	-10%	0	-1%	4	0%	-10%	-24%	3%
O=C(NC(=S)Nc1ccc(CN2CCOCC2)cc1)c1cccc(F)c1	-1.3%	-28%	-4	5%	-4	-1%	7%	-3%	-14%
CC(C)[C@H](NC(=O)c1ccc(Cl)cc1)C(=O)Nc1cccc(S(=O)(=O)N2CCOCC2)c1	/	-2%	-4	-2%	-5	-5%	/	-23%	-2%
Cc1nnc(N2CCC(C(=O)NCCc3ccccc3Cl)CC2)c2nn(-c3ccccc3)c(C)c12	19%	5%	1	-9%	-7	?	25%	-16%	16%
O=C(O)C[C@H]1c2cc(C(F)(F)F)ccc2S(=O)(=O)N1C1CCCC1	/	2%	1	-3%&-2%	-9	0%&4%	3%&-2%	-9%	1%
COc1ccc(CN2CCNC(=O)C2CC(=O)N2CCCCO2)c(OC)c1 (centres undefined)	5.2%	8%	-1	-3%	-1	5%	8%[57.1 µM]	-15%	1%
COc1ccccc1NS(=O)(=O)c1ccc(O)cc1	0.3%	9%	-11	-2%	-2	5%	1%	-9%	-5%
O=C(Nc1ccccc1Cl)c1ccc(Cl)cc1Cl	3.3%	-14%	1	2%	-5	0%	0%[57.1 µM]	-12%	-1%

Some of these compounds in order of SMILES length, smallest number first.
SMILES	RXFP1 ag	Vif-A3F inh	PI4K2A inh	Glioma ERSR ind	LDHA block	Vif-APOBEC3G blk	TrxR1 substrate	USP1 inh	mIDH1 inhibitor
COc1ccccc1NS(=O)(=O)c1ccc(O)cc1	0.3%	9%	-11	-2%	-2	5%	1%	-9%	-5%
O=C(O)C[C@H]1c2cc(C(F)(F)F)ccc2S(=O)(=O)N1C1CCCC1	/	2%	1	-3%&-2%	-9	0%&4%	3%&-2%	-9%	1%
Cc1ccc(C(=O)N[C@H](C(=O)Nc2ccc(N3CCOCC3)cc2)C(C)C)cc1	0.7%	-10%	0	-1%	4	0%	-10%	-24%	3%
COc1cccc(-c2nnc(-c3ccccc3NC(=O)c3cccc(C(F)(F)F)c3)o2)c1	15%	0%	1	-3%	1	-19%	21%[11.4 µM]	-6%	19%
Cc1nnc(N2CCC(C(=O)NCCc3ccccc3Cl)CC2)c2nn(-c3ccccc3)c(C)c12	19%	5%	1	-9%	-7	?	25%	-16%	16%

(more compounds)
SMILES	RXFP1 ag	Vif-A3F inh	PI4K2A inh	Glioma ERSR ind	LDHA block	Vif-APOBEC3G blk	TrxR1 substrate	USP1 inh	mIDH1 inhibitor
Cc1cc(O)c2/c(=N\N)c(-c3csc(C)n3)coc2c1	-0.3%	-6%	1	0%	1	0%	4%	-14%	6%
CC1CCCCN1CC(=O)c1c[nH]c2ccccc12 (centres undefined)	1.0%	?	20	-5%	-2	1%	-16%[57.1 µM]	-9%	7%
CSc1nc2nc3c(c(=O)n2[nH]1)CCCC3	0.7%	-8%	0	6%	-5	1%	4%	-15%	12%
COc1ccc(/C=C/C(=O)OCC(=O)NCCNC(=O)COC(=O)/C=C/c2ccc(OC)cc2)cc1	0.3%	-17%	-1	-5%	-5	2%	0%	-1%	-1%
CCN(C(=O)COC(=O)c1ccccc1Nc1cccc(C)c1C)C1CCS(=O)(=O)C1 (centres undefined)	-1.2%	/	-5	0%	5	1%	6%	-7%	7%
Cc1noc(COc2ccccc2OCC(O)CNC(C)(C)C)n1 (centres undefined)	0.2%	-3%	3	-6%	-2	0%	10%[57.1 µM]	-11%	7%
COc1ccc(N2C(=O)C(CC(=O)Nc3ccc(F)cc3)N(CCc3ccc(OC)c(OC)c3)C2=O)cc1 (centres undefined)	-0.7%	2%	-2	-2%	-5	0%	-8%	-7%	-6%
O=S(=O)(Nc1cc(Cl)ccn1)c1ccc(Cl)cc1	-0.2%	4%	1	-3%	-6	-2%	6%	-5%	5%
CN(C)S(=O)(=O)c1cccc(NC(=O)c2ccc(N3CCOCC3)c([N+](=O)[O-])c2)c1	-0.5%	?	-4	-5%	-2	0%	-4%[57.1 µM]	-18%	7%
O=C(NC1C2CC3CC(C2)CC1C3)C1CCCCC1 (centres undefined)	-1.2%	-21%	1	-4%	-3	4%	-6%	-10%	-1%
COc1ccc([C@H]2N[C@]3(CCCN(Cc4ccc(F)cc4)C3=O)[C@H]3C(=O)N(C)C(=O)[C@@H]23)cc1	/	-5%	-5	-1%	-1	6%	/	-21%	-4%
CCN(CC(=O)Nc1cccc(OC)c1)C(=O)c1ccco1	0.0%	-10%	-1	-5%	-1	1%	0%	-21%	-4%
O=C1OC(Nc2ccc(F)c([N+](=O)[O-])c2)c2ccccc21 (centres undefined)	2.2%	17%	-5	-4%	-1	0%	-10%	-3%	1%
Cc1nc(NS(=O)(=O)c2cccc([N+](=O)[O-])c2)sc1C(C)(C)C	0.3%	0%	1	-3%	-4	0%	-4%	-11%	12%
COc1cc(NC(=O)c2ccc([N+](=O)[O-])cc2)ccc1NC(=O)C(C)C	-0.9%	5%	-2	0%	-9	5%	5%[57.1 µM]	-17%	26%
CSc1nc(N2CCOCC2)c2c(c1C#N)CCCCC2	3.5%	0%	-2	-5%	-4	-1%	-1%	-31%	-2%
CCc1ccc(NC(=O)c2cc(C)no2)cc1	-2.6%	?	3	2%	0	3%	-18%[57.1 µM]	-14%	5%
CCOC(=O)N1CCN(C(=O)c2ccccc2N(C)S(C)(=O)=O)CC1	0.0%	-11%	4	2%	-7	2%	10%[57.1 µM]	5%	0%
CCOc1ccc(NC(=O)CC(Cc2ccc(Cl)cc2)C(=O)O)cc1 (centres undefined)	3.4%	3%	-1	-4%	-3	-1%	-7%	-7%	-5%
O=C(O)c1cc(S(=O)(=O)Nc2ccc(OCc3ccccc3)cc2)ccc1Br	-5.4%	-1%	1	0%	0	6%	2%	-30%	-6%
NS(=O)(=O)c1ccc(N2N=C(c3ccccc3)CC2c2ccccc2Cl)cc1 (centres undefined)	/	11%	2	2%	-9	-6%	595%[activator]	-6%	-28%

A portion of the library; rates above refer to the full screens.
